Dynein cargo inh = dynein cargo transport inhibition; hit rate 0.47% among 220,000; AID 1381; z-score, hits read low; 3617.4 mouse cells, GR-EGFP nuclear translocation imaging; test concentration mostly 20 µM; stimulated with dexamethasone, 1 µM; stronger effect = lower value;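 active = plate z-score of nuclear minus cytoplasmic receptor signal below a set negative limit, without overly bright fluorescence or cell loss, cut at about -3.5 in these data, passing the limit was not always enough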;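 also: z-score of nuclear minus cytoplasmic ring GR-EGFP intensity difference per well; some compounds called inactive have numbers as strong as hits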
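Buffer or medium – tet-free medium with charcoal-stripped serum · Signal – automated 10x imaging of fixed Hoechst-stained cells · Also added – dexamethasone agonist, 1.0 µM final, for 30 min · Incubation – induction 48 h, compound 1 h, agonist 30 min · Read-out – GR-EGFP nuclear translocation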
MT stabilize HCS = microtubule stabilization, imaging screen; HeLa tubulin immunostaining HCS, 24 h; share of cells brighter than vehicle mean+2SD; % tubulin-high responders, % at 10 µM; hit rate 0.83% among 200,000; AID 2205;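 active = plate Z-score above 3 for both tubulin-high and condensed-nucleus cell shares, with cell loss under 80%, at 10 µM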;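 also: anti alpha tubulin signal scored within the nucleus-defined area of each cell; some results filed as inactive read as strong as hits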
Yfh1-off respiration = mitochondrial function rescue without frataxin homolog – Friedreich's ataxia, plus single-dose screen, dose response (AID 1465) | S. cerevisiae Yfh1-off respiration, WST-1 reduction, 72 h; higher fold induction means a stronger effect | fold induction at 50 µM; hits with a dose series show EC50 in µM | hit rate 0.074% among 220,000;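 active = fold induction of absorbance versus untreated yeast above a set limit, then at least 30% activation at any dose in follow-up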;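 also: activators that raise dye reduction in frataxin-depleted yeast; strong numbers were not always called active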
M17LAP inhibition = P. falciparum M17LAP inhibitors, primary screen, biochemical, fluorogenic H-Leu-NHMec substrate, 1536-well (AID 1619) | recombinant M17LAP, H-Leu-NHMec fluorogenic kinetic assay; higher % means a stronger effect | inhibition, % at 30 µM; hits with a dose series show IC50 in µM | hit rate 0.38% among 220,000;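 active = compound inhibiting the enzyme by more than half at any dose during confirmatory dose-response retesting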;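 also: plate controls were full reaction with DMSO carrier for no effect and no enzyme background for full effect; strong numbers were not always called active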
NOD2 inhibition = inhibition of NOD2-driven NF-kB reporter – cell-based, luminescence, uHTS, HEK293 (AID 1566); HEK293 NOD2/NF-kB luciferase reporter, luminescence; higher % means a stronger effect; one-dose inhibition, % at 4 µM; EC50 in µM for titrated hits; hit rate 0.63% among 290,000; in the data active = inhibition above about 50%; also: many of its hits are not listed in these tables
bCat nuc transl = modulators of beta-catenin nuclear translocation | HeLa beta-catenin nuclear translocation, immunofluorescence imaging | nuclear translocation activity, % at 5 µM | hit rate 0.3% among 190,000;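 active = nuclear translocation activity above 50% at 5 µM, with a well cell count of 50 or more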;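 also: per-cell ratio of nuclear to cytoplasmic median beta-catenin stain intensity; plate controls were DMSO negative control for no effect and GSK-3 inhibitor IX positive control for full effect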
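Assay system: human HeLa cells, native beta-catenin; doses: 5 µM primary, 0.02–20 µM confirmation; incubation: compound treatment 24 h, 37°C, 5% CO2; technique: fluorescence imaging of beta-catenin antibody stain plus DAPI; measure: % activation, nuclear-to-cytoplasmic median beta-catenin signal ratio per cell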
Ins promoter up = MIN6 insulin promoter up-regulation. MIN6 insulin promoter-GFP reporter, high-content imaging; stronger effect = higher value. z-score at 5 µM. hit rate 0.3% among 190,000. AID 1625;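 active = z-score above 3 at 5 µM with at least 500 cells counted in the well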
Autophagy HCS = autophagy modulation, high-content screen; MEF GFP-LC3 puncta imaging; test concentration mostly 10 µM; calls only at 10 µM (by protocol); hit rate 0.98% among 190,000;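 active = percentage of spot-positive cells more than 3 SD above its plate mean, without a fluorescence outlier flag or 80% toxicity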;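 also: spot-positive cell cutoff set from DMSO-treated cells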
NOD1 inhibition = inhibition of NOD1-driven NF-kB reporter – cell-based, luminescence, uHTS, primary screen (AID 1578); NOD1-driven NF-kB luciferase reporter cells, luminescence; higher % means a stronger effect; one-dose inhibition, % at 4 µM; EC50 in µM for titrated hits; hit rate 1% among 290,000; in the data active = inhibition mostly above about 36%, no sharp cut-off; inactive = mostly below about 34%;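 also: HEK-293T reporter cells stimulated with the NOD1 agonist gamma-tri-DAP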
Dynein cargo inh cytoplasmic EGFP = recorded beside Dynein cargo inh, whose call it bears; z-score; measured here: cytoplasmic GR-EGFP intensity; stronger effect = higher value
Dynein cargo inh nuclear GR-EGFP = further read-out of Dynein cargo inh, marked with its call; z-score; measured here: nuclear GR-EGFP intensity;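 lower value marks the stronger effect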
Dynein cargo inh cell count = further read-out of Dynein cargo inh, marked with its call; z-score; measured here: cell count per field
Ins promoter up cell count = recorded beside Ins promoter up, whose call it bears; cell count; measured here: cytotoxicity, nuclei count;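 total cells summed across four imaged fields per well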
bCat nuc transl cell count 5 µM = further read-out of bCat nuc transl, marked with its call; cell count; measured here: cell count, cytotoxicity flag
MT stabilize HCS Hoechst-high % = also measured in MT stabilize HCS; calls as there; % Hoechst-high responders; measured here: nuclear condensation Hoechst responders;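 share of cells brighter than vehicle mean plus two SD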
MT stabilize HCS cytotoxicity % = further read-out of MT stabilize HCS, marked with its call; toxicity, %; measured here: cytotoxicity by cell density;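 0% = mean cell density of plate MIN control wells and 100% = no cells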
Autophagy HCS cell loss 18 h = recorded beside Autophagy HCS, whose call it bears; toxicity, %; measured here: cell loss, nuclei count;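 cell loss after 18 h compound exposure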
Starred values were filed as active, the others as inactive; i = inactive; x = no result given. Not all compounds are listed. The share of hits here may be higher or lower than overall.

Each structure is followed by: Dynein cargo inh | Dynein cargo inh cytoplasmic EGFP | Dynein cargo inh nuclear GR-EGFP | Dynein cargo inh cell count | MT stabilize HCS | MT stabilize HCS Hoechst-high % | MT stabilize HCS cytotoxicity % | Yfh1-off respiration | M17LAP inhibition | NOD2 inhibition | bCat nuc transl | bCat nuc transl cell count 5 µM | Ins promoter up | Ins promoter up cell count | Autophagy HCS | Autophagy HCS cell loss 18 h | NOD1 inhibition
#1 CCN(CCCNC(=O)CN(C)S(=O)(=O)c1cccc2nsnc12)c1cccc(C)c1
→ 0.59 | -0.21 | -0.068 | 0.26 | 2.6 | 1.6 | 6.8 | i | 3% | -3% | -5.9 | 947 | -0.92 | 1346 | i | 15 | -41%
#2 S=c1nc(C23CC4CC(CC(C4)C2)C3)[nH][nH]1
→ 0.62 | -0.21 | 0.72 | 0.26 | x | x | x | i | 7% | -15% | -1.6 | 1288 | 0.44 | 981 | x | x | -2%
#3 N=C(N)Cc1ccccc1Sc1ccccc1
→ -0.67 | -0.22 | -0.28 | -0.16 | 4.1 | 2.4 | 3.1 | i | 13% | 0% | 0.3 | 1014 | -0.06 | 1218 | i | 4 | -3%
#4 Cc1cc(/C=N/N2CCN(C)CC2)c(C)n1-c1ccc(Cl)cc1
→ -1.1 | -0.2 | -0.72 | 0.76 | x | x | x | i | 7% | 27% | -0.1 | 1275 | -0.17 | 1341 | x | x | -8%
#5 O=C(O)CC(Cc1ccccc1)C(=O)Nc1ccc([N+](=O)[O-])cc1 (stereo not given)
→ -0.14 | -0.25 | -0.11 | 0.96 | 2.2 | 1.6 | 2.3 | i | 16µM* | 10% | -2.5 | 858 | 0.49 | 1377 | i | -2 | -5%
#6 Nc1nnc(SCC(=O)Nc2ccc(Cl)c(C(=O)O)c2)s1
→ -0.42 | -0.36 | -0.085 | 0.69 | 3.4 | 1.4 | 4.0 | i | 24% | 8% | -0.9 | 1140 | -0.4 | 1091 | i | -7 | -26%
#7 Cc1oc(-c2ccccc2Cl)nc1CN1CCCC1c1ccc(F)cc1 (stereo not given)
→ -0.69 | -0.17 | -0.44 | 0.6 | 4.9 | 2.0 | 1.1 | i | 2% | 0% | 1.6 | 970 | 0.43 | 1438 | i | -33 | 24%
#8 O=C1/C(=C\c2ccco2)SC(=S)N1Cc1ccccc1
→ 0.17 | -0.13 | 0.04 | -0.22 | 1.3 | 1.5 | 8.4 | i | 21% | 4% | 3.5 | 1320 | 0 | 1484 | i | -8 | 21%
#9 Cc1nnc(NC(=O)CSc2nc(C(C)C)nc3sc(C)c(C)c23)s1
→ -0.81 | -0.41 | -0.12 | 0.26 | 4.0 | 2.0 | 9.6 | i | -5% | 18% | -2.0 | 1005 | -0.35 | 1133 | i | 17 | 38%
#10 O=C(Nc1ccc(Br)cc1)c1csc(-c2ccncc2)n1
→ -0.052 | -0.28 | 0.62 | -0.36 | 2.6 | 1.7 | 7.2 | i | -1% | 13% | -0.5 | 811 | -0.48 | 1495 | i | 19 | -24%
#11 CCn1c2ccc(F)cc2c2nc3ccccc3nc21
→ 0.49 | -0.28 | 0.43 | 0.11 | 2.4 | 2.0 | 5.0 | i | -6% | -11% | -0.8 | 1089 | 0.09 | 1414 | i | 6 | -32%
#12 O=C1CCCC2=C1C(c1ccc(O)cc1)c1c(ccc3ccccc13)N2 (stereo not given)
→ 0.39 | -0.32 | 0.27 | -0.9 | 6.3 | 1.5 | 11 | i | -2% | 2% | -3.7 | 1108 | 0.68 | 1193 | i | -2 | -23%
#13 CCOC(=O)CC(=O)CSc1nc(C)cc(C)c1C#N
→ 0.19 | -0.23 | -0.02 | 0.075 | 4.6 | 1.3 | 5.1 | i | -4% | 0% | -1.0 | 1090 | 0.55 | 1865 | i | 6 | -18%
#14 O=c1c2cc(Br)ccc2nc2n1CCCCC2
→ -0.58 | -0.21 | -1 | -0.11 | 2.9 | 1.7 | 1.0 | i | 4% | -2% | 1.1 | 1337 | 0.19 | 1628 | i | 26 | 5%
#15 Cn1c(CN2CCCCC2)nc2cc(NC(=O)c3cccs3)ccc21
→ 0.9 | -0.17 | 0.93 | -1.4 | 2.0 | 1.9 | 0.8 | i | 3% | -7% | x | x | 0.52 | 1117 | i | 2 | -10%
#16 CN1C(=O)CC(N2CCC(c3nc4ccccc4s3)CC2)C1=O (stereo not given)
→ -0.77 | 0.3 | -0.02 | -0.014 | 3.4 | 2.9 | 5.2 | i | 2% | 3% | -0.5 | 998 | 0.53 | 1278 | i | -6 | -8%
#17 S=c1[nH]cc(-c2ccccc2)n1-c1ccccc1Cl
→ -0.036 | -0.11 | 0.44 | -0.42 | 1.6 | 2.7 | 3.2 | i | -19% | -2% | x | x | 0.81 | 1142 | i | -1 | -1%
#18 O=[N+]([O-])c1ccc(S(=O)(=O)CC2CSc3nc4ccccc4n32)cc1 (stereo not given)
→ 0.16 | -0.22 | 0.13 | 1.3 | 2.9 | 1.9 | 3.0 | i | 23% | 19% | -0.3 | 1066 | 0.37 | 1246 | i | 15 | 16%
#19 Cc1cccc(C(=O)N[C@H](C(=O)OCC(=O)NC2CCS(=O)(=O)C2)C(C)C)c1 (stereo not given in full)
→ -0.7 | -0.28 | -0.61 | 0.093 | 4.0 | 2.8 | 5.6 | i | -2% | 22% | 1.3 | 842 | x | x | i | 4 | 32%
#20 O=C(c1cc(F)ccc1F)C1CCCN(C(=O)c2ccc(F)cc2Cl)C1 (stereo not given)
→ 0.21 | -0.27 | -0.1 | 0.3 | 3.7 | 2.6 | 0.3 | i | 1% | 22% | 2.2 | 962 | -0.34 | 1397 | i | -26 | 1%
#21 CCCS(=O)(=O)N1CCC(C(=O)N2CCCC2)CC1
→ -0.29 | -0.033 | -0.17 | 0.68 | 5.3 | 2.3 | 5.6 | i | 19% | 8% | -0.4 | 1036 | 0.48 | 1994 | i | -6 | x
#22 CCCCCCCCSc1nnc(-c2ccc(OC)cc2)o1
→ 0.71 | -0.24 | 0.35 | -0.67 | 4.8 | 3.0 | 3.6 | i | -6% | 14% | -1.2 | 1242 | x | x | i | 1 | 4%
#23 O=C(NCc1ccccc1)c1ccccc1C(=O)c1ncc[nH]1
→ 0.24 | -0.26 | 0.22 | -0.15 | 3.7 | 1.9 | 8.2 | i | -3% | 5% | 0.8 | 891 | x | x | i | 18 | -17%
#24 CC(C(=O)Nc1ccccc1Oc1ccccc1)c1ccccc1 (stereo not given)
→ 0.31 | -0.25 | 0.91 | -0.44 | 2.9 | 1.9 | 2.8 | i | 6% | 8% | -4.1 | 601 | 0.24 | 1201 | i | 9 | -20%
#25 CCN(N=Nc1cccc([N+](=O)[O-])c1)c1cccc([N+](=O)[O-])c1
→ -1 | -0.21 | -0.68 | 2.2 | 1.7 | 1.7 | 9.4 | i | 6% | -8% | x | x | -0.29 | 803 | i | -5 | -11%
#26 COc1cc(Cl)ccc1NC(=S)N(CCN(C)C)C(C)c1ccncc1 (stereo not given)
→ -0.056 | 0.035 | 0.91 | -1.2 | x | x | x | i | 1% | 21% | 0.2 | 1329 | -0.18 | 1024 | x | x | -8%
#27 CCOc1ccc(/C=C2/SC(=S)N(n3c(C)ccc3C)C2=O)cc1
→ -0.34 | 0.22 | -0.22 | 0.26 | 0.9 | 0.8 | 1.9 | i | -7% | 2% | -5.3 | 1196 | x | x | i | -6 | 6%
#28 CC(c1ccccc1F)n1cc(C(=O)NCCCn2ccnc2)nn1 (stereo not given)
→ 1.1 | -0.14 | -0.042 | 0.53 | 3.3 | 1.4 | 2.1 | i | 3% | 3% | -0.3 | 1082 | 0.24 | 1243 | i | 6 | 13%
#29 CCCCCC(=O)Nc1cccc(C2=NOC3(C2)C[C@@H](C(N)=O)N(C(=O)c2cc([N+](=O)[O-])cc([N+](=O)[O-])c2)C3)c1 (stereo not given in full)
→ 0.49 | -0.85 | 0.3 | -0.074 | x | x | x | i | 4% | 6% | -0.4 | 1136 | -0.01 | 1103 | x | x | 1%
#30 CCOC(=O)c1ccc(-n2ccnc2)c(NC(=O)c2ccc(C(C)(C)C)cc2)c1
→ 3.3 | -0.13 | 1.8 | -1.9 | 6.6 | 2.6 | 13 | i | -23% | 9% | 3.0 | 510 | 0.15 | 1295 | i | 2 | -52%
#31 O=C1NC(=S)CN1c1ccccc1
→ -0.63 | -0.21 | 0.27 | 0.3 | x | x | x | i | 24% | 6% | -1.2 | 1315 | 0.01 | 988 | x | x | -7%
#32 CCCCNC(=O)c1ccc2c(c1)ncn2C1CCCCC1
→ -0.62 | -0.15 | 0.21 | 0.6 | 3.4 | 1.4 | 6.3 | i | 9% | 10% | -1.7 | 1037 | 0.11 | 1990 | i | -2 | -32%
#33 COc1cccc(-n2c([S-])c(C(=O)Nc3ccc(C(F)(F)F)cc3)[n+]3ccccc23)c1
→ -0.59 | -0.3 | 0.067 | 0.84 | 4.2 | 3.2 | 7.1 | i | -2% | -7% | -1.8 | 1038 | 0.74 | 1180 | i | 9 | -9%

Entries listed above shown as hits in M17LAP inhibition.
cpd	Structure	Dynein cargo inh	Dynein cargo inh cytoplasmic EGFP	Dynein cargo inh nuclear GR-EGFP	Dynein cargo inh cell count	MT stabilize HCS Hoechst-high %	M17LAP inhibition	NOD2 inhibition	NOD1 inhibition
5	O=C(O)CC(Cc1ccccc1)C(=O)Nc1ccc([N+](=O)[O-])cc1 (stereo not given)	-0.14	-0.25	-0.11	0.96	1.6	16µM*	10%	-5%
